Screening results as filed in PubChem BioAssay.
CHO parental Ca: ATP-evoked calcium signal inhibitors, parental CHO, primary screen, counter-screen for OX1R antagonist project, cell-based, fluorescence, Fluo-8 calcium dye | parental CHO-K1, ATP-induced calcium, Fluo-8 fluorescence | inhibition, % at 5.6 µM | 0.63% of 330,000 active | AID 463079, 2010;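 active means inhibition above that plate's mean sample inhibition plus 3 SD, cut at about 26% in these data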;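 further: 0% = ATP-challenged DMSO wells and 100% = DMSO wells without ATP; some compounds past the cut are filed as inactive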
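test system = CHO parental line | reagent = ATP stimulus | measured by = intracellular calcium via Fluo-8 no-wash fluorescent dye | control set = ATP and no-ATP DMSO wells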
CHRM1 agonist: human M1 muscarinic receptor agonists, primary screen, Fluo-8 calcium fluorescence, CHO-K1 cells, HTS; CHO-K1 hM1, agonist mode; 0% DMSO, 100% acetylcholine EC100; activation, % at 3 µM; 0.33% of 360,000 active; AID 588814, 2011;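 active means activation above the run's mean compound activation plus 3 SD, cut at about 16% in these data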;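 further: peak over basal fluorescence ratio within a 140 s kinetic read after compound addition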
V1R ag counter: agonists of human V1a receptor, primary screen, counter-screen for OXTR agonist project, fluorescence, CHO-V1R cells; Vasopressin V1a receptor (Homo sapiens), P37288; Fluo-8 calcium fluorescence, agonist mode; 0% DMSO, 100% 3 nM vasopressin; activation, % at 3 µM; 0.25% of 320,000 active; AID 2797, 2010;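 active means activation above the mean activation of all tested compounds plus 3 SD, per screening run, cut at about 20% in these data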;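 further: signal is peak over basal fluorescence ratio across a 100 second FLIPR read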
Target sequence (P37288 whole entry, looked up): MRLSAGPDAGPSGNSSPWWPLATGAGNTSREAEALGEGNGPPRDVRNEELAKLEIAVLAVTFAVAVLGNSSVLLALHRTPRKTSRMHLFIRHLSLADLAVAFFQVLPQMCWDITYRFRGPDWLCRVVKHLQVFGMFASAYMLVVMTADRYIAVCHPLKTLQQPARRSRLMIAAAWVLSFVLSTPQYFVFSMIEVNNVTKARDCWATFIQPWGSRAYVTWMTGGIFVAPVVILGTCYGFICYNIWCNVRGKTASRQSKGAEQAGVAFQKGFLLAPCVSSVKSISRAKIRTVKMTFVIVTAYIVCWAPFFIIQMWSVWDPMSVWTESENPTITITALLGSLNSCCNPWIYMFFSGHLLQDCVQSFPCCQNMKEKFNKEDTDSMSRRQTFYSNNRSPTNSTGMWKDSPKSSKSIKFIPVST
CHRM1 PAM: human M1 muscarinic receptor positive allosteric modulators, primary screen, CHO-K1 cells, Fluo-8 calcium fluorescence, 1536-well | Muscarinic acetylcholine receptor M1 (Homo sapiens), P11229 | CHO-K1 hM1, ACh EC20; 0% = ACh EC20, 100% = maximal ACh | activation, % at 3 µM | 0.088% of 360,000 active | AID 588819, 2011; in the data active means activation above about 19%, passing the limit was not always enough
OXTR potentiator: human OXTR potentiators, primary screen, fluorescence, CHO-OTR cells, Fluo-8 calcium | Oxytocin receptor (Homo sapiens), P30559 | Fluo-8 calcium fluorescence, potentiator mode; 0% = oxytocin EC15, 100% = EC100 | activation, % at 3 µM | 0.061% of 320,000 active;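 active means activation above that plate's cutoff, the mean activation of tested compounds plus 3 SD, cut at about 6.6% in these data, passing the limit was not always enough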;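 further: 100% uses oxytocin at 75 nM as the full agonist control; some results filed as inactive read as strong as hits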
Target sequence (P30559 whole entry, looked up): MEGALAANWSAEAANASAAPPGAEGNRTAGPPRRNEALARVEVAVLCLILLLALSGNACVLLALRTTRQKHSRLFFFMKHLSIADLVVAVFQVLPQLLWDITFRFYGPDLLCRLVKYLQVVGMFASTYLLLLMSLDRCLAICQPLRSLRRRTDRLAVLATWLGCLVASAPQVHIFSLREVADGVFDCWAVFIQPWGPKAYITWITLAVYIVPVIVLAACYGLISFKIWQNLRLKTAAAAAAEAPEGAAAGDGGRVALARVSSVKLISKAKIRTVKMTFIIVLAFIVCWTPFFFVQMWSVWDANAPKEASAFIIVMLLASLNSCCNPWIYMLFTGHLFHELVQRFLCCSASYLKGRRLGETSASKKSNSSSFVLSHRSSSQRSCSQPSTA
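Assay system: CHO cell line stably expressing human OTR. Reagent: EC15 oxytocin agonist. Dosing: single dose, 3.0 µM nominal final compound concentration. Timing: compound 6 min at room temperature before oxytocin, 100 s read. Signal: kinetic Fluo-8 calcium fluorescence. Controls: oxytocin EC15 low and EC100 high.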
TAAR1 antag: human TAAR1 antagonists, primary screen, Fluo-8 calcium fluorescence, CHO RD-HGA16 cells; antagonist; inhibition, % at 3 µM; 1.5% of 360,000 active; AID 624466, 2012;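 active means inhibition above a per-plate cutoff, the mean inhibition of test compounds on that plate plus 3 SD, cut at about 49% in these data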;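 further: 0% = DMSO plus EC80 beta-PEA response and 100% = DMSO alone without agonist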
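System: RD-HGA16 CHO cells with stable hTAAR1 and Gα16 | Probe or stimulus: EC80 β-phenethylamine stimulus | Dosing: 3 µM, single point | Times: Dye loading 75 min at 37 °C, then 30 min room temperature | Measured by: Fluo-8 calcium-sensitive fluorescence | Read-out basis: % inhibition of agonist calcium response | Replicates: n of 1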
CHRM1 antagonist: human M1 muscarinic receptor antagonists, primary screen, CHO-K1 cells, Fluo-8 calcium fluorescence, 1536-well; CHO-K1 hM1, ACh EC80 antagonist; inhibition, % at 3 µM; 1.3% of 360,000 active; Muscarinic acetylcholine receptor M1 (Homo sapiens), P11229;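 active means percent inhibition above its own plate's cutoff, namely the mean of that plate's compound wells plus 3 SD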;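 further: peak over basal fluorescence ratio during 140 s after agonist addition; 0% = ACh EC80 plus DMSO and 100% = DMSO alone without agonist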
OXTR ag: human OXTR agonists, primary screen, fluorescence, CHO-OTR cells, Fluo-8 calcium | Fluo-8 calcium fluorescence; normalized: DMSO 0%, oxytocin 100% | activation, % at 3 µM | 0.32% of 320,000 active;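 active means activation above the mean of all tested compounds plus 3 SD, cutoff set per screening run, cut at about 20% in these data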;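 further: peak over basal fluorescence ratio from a 100 s FLIPR kinetic read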
TAAR1 ag: human TAAR1 agonists, primary screen, Fluo-8 calcium fluorescence, CHO RD-HGA16 cells. Trace amine-associated receptor 1 (Homo sapiens), Q96RJ0. vehicle wells 0%, saturating PEA agonist 100%. activation, % at 3 µM. 0.99% of 360,000 active;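 active means activation above the mean activation of all test compounds in the run plus 3 SD, cut at about 38% in these data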
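Assay system – CHO-derived RD-HGA16 cells with stable Gα16 and human TAAR1 · Compound dosing – one-point dosing at 3 µM (nominal) · Incubation – 17-24 h seeding, 75 min 37 °C dye, 30 min RT · Measured by – kinetic Fluo-8 calcium fluorescence · Control set – DMSO vehicle as 0%, PEA at EC100 as 100% · Repeats – single well for each compound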
* hit, by the source's call; . = no result given. These rows are one share of the data (hit frequency here may not be typical).

SMILES	CHO parental Ca	CHRM1 agonist	V1R ag counter	CHRM1 PAM	OXTR potentiator	TAAR1 antag	CHRM1 antagonist	OXTR ag	TAAR1 ag
O=C(NC1CCCCC1)N1Cc2cc(N3CCOCC3)ccc2-n2nncc2C1	.	-3.1	.	6.0	.	-14.4	-6.8	.	2.7
CN1CCN(c2ccc(N)cc2)CC1	-0.9	-6.2	3.9	1.0	-0.5	5.4	-3.4	1.2	3.4
COc1ccc(C(=O)CN2CCOCC2)cc1F	-2.1	-2.5	1.0	2.7	-5.2	5.4	-1.6	1.2	7.8
O=C(Nc1ccc(C(F)(F)F)cc1)c1cccn(Cc2ccc3c(c2)OC(F)(F)O3)c1=O	1.3	-2.0	0.7	13.9	1.5	-7.8	-2.1	1.7	4.7
COc1ccccc1/C=C1\C(=O)NC(=S)N(c2ccccc2)C1=O	-6.1	-4.1	0.2	9.5	-2.7	-23.5	-6.1	0.3	0.5
O=c1[nH]c(=S)n(C2CC2)c(O)c1C=Nc1ccc2c(c1)OCO2	-9.4	-2.4	0.9	4.4	0.7	-3.7	-10.1	0.5	2.1
CNC(=O)Nc1ccc(C(O)(C(=O)OC)C(F)(F)F)cc1 (stereo not given)	-0.7	-1.9	0.9	3.7	-0.4	-4.1	-5.6	0.5	5.4
COc1cc(/C=N/n2cnnc2)ccc1OC(=O)N(C)C	-7.1	-3.2	4.0	-13.0	-0.3	-5.2	18.9	0.7	2.4
CN1C(=O)C(=Cc2sc(=O)n(-c3ccccc3)c2N2CCCCC2)C(=O)N(C)C1=O	.	9.0	.	-2.3	.	27.0	9.3	.	14.0
Cc1cc(OCC(=O)NCc2ccncc2)c2c3c(c(=O)oc2c1)CCC3	-15.7	-4.2	0.0	9.2	-7.5	-7.0	-11.3	-1.7	3.2
Cc1cc(C)n2nc(SCC(=O)N3CCC4(CC3)OCCO4)nc2n1	-0.4	-5.1	0.0	8.1	-10.1	-13.7	-7.3	-0.1	5.9
c1ccc(CCNCc2ccccc2)cc1	-15.2	-7.2	0.9	-4.1	-2.7	-4.0	11.7	-0.7	24.0
CN1CCC(N(C)c2nc(-c3ccc([N+](=O)[O-])cc3)nc3ccccc23)CC1	.	-2.2	.	-4.2	.	-8.7	-3.0	.	5.8
CCC(=Nc1ccc2c(c1)CCC2)c1c(O)n(C2CCCCC2)c(=O)[nH]c1=O	-5.6	-4.9	0.5	3.8	-3.1	-6.2	-3.5	1.0	8.8
Cc1cccc(N=C2c3cc([N+](=O)[O-])ccc3-c3c2cc([N+](=O)[O-])cc3[N+](=O)[O-])c1	.	1.8	.	3.4	.	-15.5	9.3	.	3.6
COC(=O)C1=C(C(=O)OC)C2OC1c1cc3ccccc3cc12	.	-1.8	.	-0.7	.	58.2*	7.3	.	20.4
COC(=O)C1=C(c2ccc(OCc3ccccc3)cc2)C[C@@H]2CC[C@H]1N2C(=O)NCc1ccc(OC)c(OC)c1	-15.1	-4.9	0.7	-3.5	-5.2	27.7	6.3	-0.7	14.4
O=P(O)(Oc1ccccc1)OC(c1ccccc1)C(F)(F)F (stereo not given)	-18.4	-4.7	2.5	7.0	-7.8	-0.2	4.0	-1.4	10.0
Cc1ccc(OCCOc2cccc(C=C3C(=O)NC(=O)NC3=O)c2)c(C)c1	-9.4	-3.8	-0.5	-2.6	-3.1	8.9	-8.8	-2.1	15.5
CCN(CC)CCCN=C(C)c1c(O)n(C2CCCCC2)c(=O)[nH]c1=O	-9.0	-14.7	-0.1	-3.6	-6.8	-6.0	10.5	-0.1	8.4
COc1cc2c(cc1OC)-c1c(OC)c(OC)c(OC)c3ccnc(c13)C2=O	-24.3	.	-1.5	.	-3.7	.	.	-2.5	.
CCOc1cc2c(cc1OCC)-n1cccc1C(c1ccc(OC)c(O)c1)NC2 (stereo not given)	-12.7	-4.0	9.5	6.5	-6.3	-0.4	-8.6	8.8	14.3
CC12C=CC(=O)C=C1CC(O)C1C2CCC2(C)C1CCC2(C)O (stereo not given)	.	2.6	.	17.3	.	3.3	-15.6	.	4.6
COC(=O)C1=C(c2ccc(-c3ccccc3)c(F)c2)C[C@@H]2CC[C@H]1N2C(=O)NC1Cc2ccccc2C1	-34.8	-2.6	2.0	3.1	-6.1	-3.6	-6.7	0.5	5.8
COC(=O)C1=C(N)Oc2c(c(=O)oc3ccccc23)C1c1cccnc1 (stereo not given)	-1.4	-0.8	0.4	2.5	-2.4	-9.0	-6.1	-1.1	10.2
COc1ccc(CN2CCN(c3ccccc3F)CC2)cc1O	-4.0	-4.9	-0.1	2.6	-14.0	-9.9	-3.0	1.9	3.8
C[N+]1(CC2COC(c3ccco3)O2)CCCCC1 (stereo not given)	1.8	-14.6	0.1	-8.2	-9.6	-0.1	1.3	0.3	1.0
Cc1ccc(C(=O)NC2CC3CCC(C2)N3)cc1 (stereo not given)	-10.1	-6.4	0.4	5.7	-8.0	8.5	-4.2	0.7	4.5
CN(C)C(=O)Oc1ccc(C(=O)c2ccccc2)cc1	-11.6	-5.9	-0.9	13.8	4.2	-2.7	-5.2	-0.2	9.5
CC1(C)OC(c2ccccc2)=C/C(=C/C=C2C(=O)NC(=S)NC2=O)O1	0.9	.	5.6	.	-8.8	108.8*	.	9.7	110.6*
O=C(Nc1cccc(Cl)c1)c1c(O)c2c(n(Cc3ccco3)c1=O)CCCC2	-9.2	.	0.8	.	-0.6	-1.9	.	1.6	2.0
Cc1nn(Cc2ccccc2)c(C)c1C(=O)OCC(=O)NC1CCS(=O)(=O)C1 (stereo not given)	12.7	-6.5	-0.7	6.9	-3.0	-0.2	-9.3	0.5	0.9
O=C1C2CCCN2C(c2cccnc2)N1c1nccs1 (stereo not given)	-7.4	-3.1	0.6	9.9	-6.4	-2.2	-14.9	1.2	3.9
COc1ccc2c(c1O)-c1cccc3c1[C@@H](C2)N(C)CC3	-8.7	-5.8	-0.8	8.9	1.5	-1.8	-30.9	-0.8	2.7
COc1cccc(N2C(=O)NC(=O)/C(=C/c3ccc4c5c(cccc35)CC4)C2=O)c1	-8.1	.	4.5	.	-1.6	-7.4	.	-1.6	22.9
CC(OC(=O)c1cn(C)c2ccccc12)C(=O)N(C)c1ccccc1 (stereo not given)	.	-4.2	.	1.0	.	0.8	-2.9	.	-0.5
O=C(c1ccccc1)c1ccccc1N=Cc1c(O)[nH]c(=O)[nH]c1=O	5.5	-1.6	-1.1	-2.9	-4.5	-6.8	4.6	-1.3	-1.6
COc1ccc(CN2CC3CC(C2)c2cccc(=O)n2C3)cc1OC (stereo not given)	-14.1	-0.1	1.0	3.2	-1.9	-2.9	-4.8	-0.8	1.2
Cc1cc(C=C2C(=O)NC(=O)NC2=O)c(C)n1-c1ccc2c(c1)OCO2	9.9	-6.8	1.0	9.9	-1.0	-15.8	-6.5	2.7	4.7
Cc1cc(C)cc(NC(=O)CCNC(=O)N2C[C@H]3C[C@@H](C2)c2cccc(=O)n2C3)c1	-11.0	-5.2	0.6	-0.3	0.3	-11.8	-5.1	0.7	0.8
CCOP(=O)(Cc1cc(C#N)oc1C)OCC	-5.5	-3.4	1.6	2.9	-1.5	-6.8	-2.1	-1.1	3.7
O=c1c(C=Nc2cccnc2Cl)c(O)n(CCCCl)c(=O)n1C1CCCCC1	-2.1	-3.7	0.7	12.4	-2.0	6.5	-14.9	0.1	2.0
Cn1c(O)c(C=NCCOc2ccc(Cl)cc2)c(=O)n(C)c1=O	-25.6	-4.0	3.3	-0.1	-14.4	11.9	10.1	3.9	1.5
Cc1nc2c(c(=O)[nH]1)C(c1ccccc1Cl)c1c(c3ccccc3oc1=O)O2 (stereo not given)	-4.7	.	-1.0	.	-4.0	.	.	-0.4	.
O=C(CNC(=O)OCc1ccccc1)Nc1ccc(Br)cc1C(=O)c1ccccc1Cl	-24.5	-10.0	1.8	2.2	-2.6	-16.3	-0.3	-0.9	7.5
CCOC(=O)CC(SP1(=S)OCC2(CCCCC2)CO1)C(=O)OCC (stereo not given)	.	-0.3	.	-7.1	.	57.9*	-5.9	.	1.4
CN1C(=O)C(=Cc2ccc(OCCN(C)c3ccccn3)cc2)C(=O)N(C)C1=O	-15.2	-5.5	1.1	8.1	-7.5	8.9	-12.6	0.0	2.5
CCN(CC)C(=O)c1ccc(NC(=O)c2ccc3c(c2)NC(=O)CS3)cc1	-8.2	5.3	1.1	12.7	7.7	1.0	7.1	2.0	2.7
Cc1ccccc1NC1(C#N)CCCCC1	1.1	-3.7	0.1	-0.3	9.1	-1.4	5.3	1.9	7.6
Cc1cc(OCCCC(=O)NCc2cccs2)ccc1Cl	-12.6	-5.2	2.5	-0.4	6.8	10.8	2.8	0.5	4.3
The results go on.
SMILES	CHO parental Ca	CHRM1 agonist	V1R ag counter	CHRM1 PAM	OXTR potentiator	TAAR1 antag	CHRM1 antagonist	OXTR ag	TAAR1 ag
O=C(NCC1=C(c2cccc3ccccc23)C[C@@H]2CC[C@H]1N2Cc1ccco1)c1cccs1	.	-8.6	.	5.7	.	-12.8	-15.9	.	2.3
O=C1C2CCCN2C(c2ccc(Cl)c(Cl)c2)N1c1ccccn1 (stereo not given)	-21.1	-4.4	-2.0	3.9	-14.6	9.8	-12.6	-2.8	3.9
CC1(C)CN=C(Nc2ccc(F)c(F)c2)S1	-9.6	19.9*	13.1	6.1	-7.6	-42.3	-13.4	4.8	3.2
Cc1ccc(N2C(=O)NC(=O)/C(=C/c3cnc(-c4ccccc4)nc3)C2=O)cc1C	1.0	-4.9	0.7	5.0	-0.2	11.5	-4.5	2.2	0.4
CCCCn1c(O)c(C=NCCCN(CC)CC)c(=O)[nH]c1=O	3.5	-5.1	1.2	4.7	-12.6	-15.4	4.1	1.0	4.0
CC(C#N)CCC#N (stereo not given)	-3.7	-1.6	-0.3	0.6	5.5	6.0	-2.0	0.5	0.7
